# TAAR1 ag – agonists of human TAAR1; Q96RJ0; CHO RD-HGA16 TAAR1, Fluo-8 calcium fluorescence; vehicle wells 0%, saturating PEA agonist 100%; activation, % at 3 µM; 360,000 tested, 0.99% active;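 active means activation above the mean activation of all test compounds in the run plus 3 SD, cut at about 38% in these data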
# Target sequence (Q96RJ0 whole entry, looked up): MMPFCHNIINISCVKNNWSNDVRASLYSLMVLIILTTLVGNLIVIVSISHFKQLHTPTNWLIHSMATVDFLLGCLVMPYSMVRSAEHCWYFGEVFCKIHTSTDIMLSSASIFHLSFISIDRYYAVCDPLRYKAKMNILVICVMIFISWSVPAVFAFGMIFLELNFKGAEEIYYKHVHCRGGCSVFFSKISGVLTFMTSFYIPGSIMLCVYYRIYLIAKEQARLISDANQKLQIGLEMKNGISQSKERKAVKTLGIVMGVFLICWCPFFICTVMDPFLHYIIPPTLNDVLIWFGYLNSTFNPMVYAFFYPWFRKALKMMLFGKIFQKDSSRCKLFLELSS
#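 System: CHO RD-HGA16 cells carrying human TAAR1 plus Gα16; Incubation: 17-24 h seeding, 75 min 37 °C dye, 30 min RT; Measured by: Fluo-8 fluorescence, 5 s baseline then 140 s kinetic read; Control set: DMSO and PEA EC100; Replication: single well for each compound.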
# M1 PAM – potentiates human M1 receptor response to acetylcholine. P11229. CHO-K1 hM1, Fluo-8 calcium fluorescence, ACh EC20; 0% = ACh EC20, 100% = maximal ACh. activation, % at 3 µM. 360,000 tested, 0.088% active. AID 588819; in the data active means activation above about 19%, passing the limit was not always enough
# Target sequence (P11229 whole entry, looked up): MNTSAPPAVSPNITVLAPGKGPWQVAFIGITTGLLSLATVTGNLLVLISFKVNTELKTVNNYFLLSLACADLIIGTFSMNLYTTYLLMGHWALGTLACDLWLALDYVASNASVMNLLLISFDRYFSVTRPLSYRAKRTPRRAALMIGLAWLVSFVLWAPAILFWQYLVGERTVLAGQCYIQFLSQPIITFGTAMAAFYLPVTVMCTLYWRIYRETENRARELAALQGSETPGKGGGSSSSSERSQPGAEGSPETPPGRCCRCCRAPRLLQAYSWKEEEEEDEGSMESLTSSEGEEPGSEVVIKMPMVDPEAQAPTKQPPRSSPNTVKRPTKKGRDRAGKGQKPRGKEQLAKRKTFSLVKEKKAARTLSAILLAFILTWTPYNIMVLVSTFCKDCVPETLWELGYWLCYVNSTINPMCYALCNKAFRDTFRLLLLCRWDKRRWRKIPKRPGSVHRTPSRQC
# CHO parental Ca – counter-screen for OX1R antagonists: effect in parental CHO cells; parental CHO-K1, ATP-induced calcium, Fluo-8 fluorescence; inhibition, % at 5.6 µM; 330,000 tested, 0.63% active; AID 463079;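 active means inhibition above that plate's mean sample inhibition plus 3 SD, cut at about 26% in these data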;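 further: 0% = ATP-challenged DMSO wells and 100% = DMSO wells without ATP; some compounds past the cut are filed as inactive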
#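 Test system: untransfected parental CHO cell line. Compound: one dose, 5.6 µM nominal. Detection: intracellular calcium via Fluo-8 no-wash fluorescent dye. Measure: % inhibition. Benchmarks: ATP-challenged DMSO wells low, unchallenged DMSO wells high.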
# CHRM1 antagonist – blocks human M1 muscarinic receptor | P11229 | CHO-K1 hM1, Fluo-8 calcium fluorescence, ACh EC80 antagonist | inhibition, % at 3 µM | 360,000 tested, 1.3% active;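 active means percent inhibition above its own plate's cutoff, namely the mean of that plate's compound wells plus 3 SD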;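 further: peak over basal fluorescence ratio during 140 s after agonist addition; 0% = ACh EC80 plus DMSO and 100% = DMSO alone without agonist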
# CHO-K1 Ca PAM – M1 PAM counterscreen hit in parental CHO-K1 cells | ATP EC20, Fluo-8 calcium fluorescence; 0% at ATP EC20, 100% at ATP max | activation, % at 3 µM | 360,000 tested, 0.02% active | AID 602247;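 active means activation above the run cutoff, the mean activation of all test compounds plus 3 SD, cut at about 40% in these data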;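 further: peak over basal fluorescence ratio in a 140 s read after ATP addition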
# CHO-K1 Ca antag – M1 antagonist counterscreen hit in parental CHO-K1 cells; ATP-induced calcium, Fluo-8 fluorescence; inhibition, % at 3 µM; 360,000 tested, 0.6% active;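 active means inhibition above a per-plate cutoff, the plate's mean sample inhibition plus 3 SD, cut at about 24% in these data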;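 further: 0% = DMSO plus EC80 ATP and 100% = DMSO alone without ATP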
# TAAR1 antagonist – antagonists of human TAAR1 | Q96RJ0 | CHO RD-HGA16 TAAR1, Fluo-8 calcium fluorescence, antagonist | inhibition, % at 3 µM | 360,000 tested, 1.5% active | AID 624466;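 active means inhibition above a per-plate cutoff, the mean inhibition of test compounds on that plate plus 3 SD, cut at about 49% in these data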;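 further: 0% = DMSO plus EC80 beta-PEA response and 100% = DMSO alone without agonist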
#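 Test system – hTAAR1-expressing CHO RD-HGA16 cells, Gα16-coupled · Also added – β-PEA at EC80 concentration, post-compound challenge · Compound – 3 µM, single point · Incubation – dye loading 75 min at 37 °C, then 30 min room temperature · Measured by – Fluo-8 intracellular calcium dye fluorescence, real-time kinetic reads · Benchmarks – vehicle and agonist controls · Replicates – singlicate, one well per test compound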
# M1 ag parental – counter-screen for M1 agonists: effect in parental CHO-K1 cells; Fluo-8 calcium fluorescence; scaled to maximal ATP response, vehicle zero; activation, % at 3 µM; 360,000 tested, 0.48% active; AID 602248; in the data active means activation above about 15%;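 further: untransfected CHO-K1 host cells lacking M1 receptor as counterscreen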
# CHRM1 agonist – human M1 muscarinic receptor agonism; CHO-K1 hM1, Fluo-8 calcium fluorescence, agonist mode; 0% DMSO, 100% acetylcholine EC100; P11229; AID 588814; 360,000 tested, 0.33% active; activation, % at 3 µM;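 active means activation above the run's mean compound activation plus 3 SD, cut at about 16% in these data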;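 further: peak over basal fluorescence ratio within a 140 s kinetic read after compound addition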
# * hit, by the source's call; · = not tested or not shown.
molecule	TAAR1 ag	M1 PAM	CHO parental Ca	CHRM1 antagonist	CHO-K1 Ca PAM	CHO-K1 Ca antag	TAAR1 antagonist	M1 ag parental	CHRM1 agonist
Cc1ccc(NC(=O)/C(Cl)=C/c2ccccc2)cc1C	2	-5	-4	9	11	-15	8	0.4	-8
O=C1C(Cl)=C(NCCCO)C(=O)c2ccccc21	3	4	-1	-30	9	-3	-12	-0.7	-2
CSc1nc(-c2ccco2)cc(-c2ccccc2)c1C#N	4	3	-24	-8	9	-12	4	-0.3	-5
Cc1cc(C(=O)NNC(C)Cc2ccccc2)no1 (stereo not given)	1	-6	·	17	-10	-2	-10	0.0	-3
COc1ccc(C(=O)N2CCCc3ccccc32)cc1Br	0	3	-18	0	16	0	-10	1.9	-4
COc1ccccc1Nc1nc(N)nc(CSC(=S)N2CC(C)CC(C)C2)n1 (stereo not given)	-1	-3	-39	-1	4	0	-34	0.1	-6
COc1ccc(NC(=O)C(=O)Nc2cccc3cccnc23)c(OC)c1	10	11	2	4	3	11	-4	0.6	1
CC1(C(=O)Nc2ccc(Cl)c(Cl)c2)CCN1CCc1ccccc1 (stereo not given)	1	5	·	-9	19	-9	-9	0.9	-6
Cc1ccc([C@@H]2CC=C(C(=O)O)[C@H](c3cccc(Cl)c3)N2S(=O)(=O)c2ccccc2C)cc1	2	2	2	-13	-2	9	38	0.3	-7
O=C(CN1C(=O)CCSc2ccccc21)Nc1ccc(F)cc1	8	3	-5	-1	22	-34	1	0.8	-6
O=C(NCCc1ccc(F)cc1)Nc1ccc2c(c1)OCO2	8	8	-1	0	22	-9	2	2.9	-3
Nc1ccc(/C=C/C(=O)c2cccs2)cc1	36	-3	18	11	0	10	13	22*	14
Cc1ccnc2nc(C(=O)OCC(=O)Nc3ccc4c(c3)OC(F)(F)O4)nn12	-1	2	-10	-6	4	-18	-25	1.6	0
COCCCN1C(=O)C(=O)/C(=C(/O)c2ccc(C)cc2)C1c1ccccc1 (stereo not given)	-1	5	-1	-8	7	-4	-10	0.0	0
CCOC(=O)c1sc2nc(C)nc(N3CCCCC3C)c2c1C (stereo not given)	0	-13	-21	9	-4	-4	-13	-0.9	-13

# Some of these compounds in order of their number in TAAR1 antagonist, ascending:
Molecule	TAAR1 antagonist
CCOC(=O)c1sc2nc(C)nc(N3CCCCC3C)c2c1C (stereo not given)	-13
COc1ccc(C(=O)N2CCCc3ccccc32)cc1Br	-10
O=C(CN1C(=O)CCSc2ccccc21)Nc1ccc(F)cc1	1

# Next records follow.
molecule	TAAR1 ag	M1 PAM	CHO parental Ca	CHRM1 antagonist	CHO-K1 Ca PAM	CHO-K1 Ca antag	TAAR1 antagonist	M1 ag parental	CHRM1 agonist
O=C(O)c1cc(C(=O)O)cc(N2C(=O)CSC2=S)c1	1	-3	-10	15	-21	7	-12	-0.4	1
Cc1ccccc1OCCCCCCN1CCNCC1	9	0	0	0	-6	0	-9	1.8	-6
Cc1cc(C)c(NC(=O)CSc2nnnn2-c2cccnc2)c(C)c1	1	-3	-13	9	-22	-8	-20	0.5	-1
O=S(=O)(O)c1cccc2cccc(Nc3ccccc3)c12	-1	12	-9	-13	7	-11	2	0.4	-3
CS(=O)(=O)N(Cc1ccc(F)cc1)Cc1nc2ccccc2c(=O)[nH]1	8	3	-16	3	2	2	7	0.1	-3
CC(=O)NC(=S)Nc1ccc(S(=O)(=O)Nc2ncccn2)cc1	0	4	-2	0	5	-5	-7	-0.2	-1
CC1CC(C)CN(CCCNC(=O)Cn2cccc2C(=O)c2ccccc2)C1 (stereo not given)	2	3	-16	-2	-20	-13	-10	0.2	-6
Cc1cc(C)cc(NC(=O)C2CCCN2/C=C/C(=O)C(F)(F)F)c1 (stereo not given)	1	-3	-17	3	6	-2	8	0.3	-6
CC(=O)C1(C)C(=O)N(c2ccc(F)cc2)C(=O)N1c1ccc(F)cc1 (stereo not given)	5	5	·	-9	11	-11	-16	0.5	0
O=C(Cn1cccc1C(=O)c1ccccc1)NCc1ccc2c(c1)OCO2	-3	7	-20	-10	2	53*	-5	-1.3	-3
Cc1ccc(Cn2nnc3c(=O)n(CC(=O)N4CCCCC4)cnc32)cc1	8	2	1	-3	-7	-1	2	0.5	-2
O=C(NCC1CCCO1)c1ccc(S(=O)(=O)Nc2ccc(F)cc2)cc1 (stereo not given)	10	9	·	-11	20	-3	7	6.7	6
O=C(C[C@H]1C/C=C\CCCCC(=O)OC[C@H]2CCCN2C1=O)N[C@H](CO)Cc1ccccc1	3	7	-7	0	11	-17	-2	0.3	-6
Cn1nc(C(F)(F)F)c(-c2ccc(Br)cc2)c1NC(=O)c1ccco1	4	-3	-19	7	35	-34	-7	2.5	-4
C/C(=N/NC(=O)c1ccccn1)c1ccc(O)cc1	1	6	12	-6	15	-8	-9	0.6	-2
COc1ccc(S(=O)(=O)NCC2CCCO2)cc1NC(=O)c1ccc(Cl)cc1 (stereo not given)	-1	11	-8	15	-22	3	-18	0.5	-3
CN(C)CCCN(C(=O)c1ccc2ccccc2c1)c1nc2cc3c(cc2s1)OCO3	32	-1	-23	2	-4	-8	-13	3.0	-1
Cc1nc2nc(SCC(=O)NCCCN3CCCCC3)nn2c(C)c1Cc1ccccc1	0	-18	7	14	-6	-2	-14	0.3	-11
CN1CC(=O)Nc2ccc(Br)cc2C1=O	4	7	4	-7	-3	-10	-9	0.9	-3
OCCC1CN(Cc2cnc(-c3cccc4ccccc34)nc2)CCN1C1CCCCC1 (stereo not given)	6	-5	-12	-5	2	-3	27	1.6	-6
CCOC(=O)Cn1ccc(-c2ccccc2)c(C#N)c1=O	1	4	23	-3	-3	-4	6	0.3	-4
Cc1noc(C)c1COc1ccc(CC(=O)NCCc2ccccn2)cc1	1	-9	-20	-3	0	-14	-4	0.4	-11
COc1cccc(OCCNC(=O)Nc2cc(F)c(F)cc2Cl)c1	0	-10	-15	11	15	-12	-11	6.7	-4
CCc1ccccc1NC(=O)CC(=O)Nc1ccccc1CC	8	12	-10	-15	8	-13	-5	0.3	-2
COc1ccc(C2(c3ccc(OC)cc3)NC(=O)N(CC(=O)NC(C)C)C2=O)cc1	3	10	-7	-4	-12	-7	6	1.0	2
O=C(N/N=C(\c1ccccc1)c1ccccn1)c1ccccc1Cl	-1	12	-4	-8	5	-4	-15	0.6	1
C=CCN(CC=C)C(=O)c1cccc(OC2CCN(CC(C)(C)C)CC2)c1	-1	5	-14	-10	8	-12	-14	0.9	-10
C=C1CC(C)OC(c2ccccc2OCC(O)CN2CCCCC2)C1 (stereo not given)	5	2	-19	-3	7	-4	5	0.1	-7
Cc1ccc(CNC(=O)COC(=O)c2ccc(S(=O)(=O)N(C)C)cc2)cc1	0	11	-15	-8	16	-8	1	1.2	-8
O=C(NN1C(=O)C2C3C=CC(C4CC34)C2C1=O)c1ccc(Cl)cc1 (stereo not given)	9	2	-4	-14	17	-8	2	0.9	-2

# The closing 2 entries of the part above come first, to join the parts:
molecule	TAAR1 ag	M1 PAM	CHO parental Ca	CHRM1 antagonist	CHO-K1 Ca PAM	CHO-K1 Ca antag	TAAR1 antagonist	M1 ag parental	CHRM1 agonist
Cc1ccc(CNC(=O)COC(=O)c2ccc(S(=O)(=O)N(C)C)cc2)cc1	0	11	-15	-8	16	-8	1	1.2	-8
O=C(NN1C(=O)C2C3C=CC(C4CC34)C2C1=O)c1ccc(Cl)cc1 (stereo not given)	9	2	-4	-14	17	-8	2	0.9	-2
CCc1ccc(C2C(C#N)=C(N)N(N3CCOCC3)C3=C2C(=O)CC(C)(C)C3)s1 (stereo not given)	0	8	-23	0	-9	2	-2	-0.2	-3
CCOC(=O)c1c(C)n(C)c2ccc(OCC(O)Cn3c(C)nc4ccccc43)cc12 (stereo not given)	10	-14	-22	10	-12	4	33	3.9	-9
CCc1ccc(OCCCC(=O)Nc2ccc(S(N)(=O)=O)cc2)cc1	4	-1	1	2	5	-2	-10	0.8	-2
CC(=O)N1CCOc2ccc(S(=O)(=O)N3CCCC(C)C3)cc21 (stereo not given)	8	-10	-14	29	-13	-4	-16	0.1	-1
COc1ccccc1N1CCN(CCCNC(=O)Nc2ccccc2)CC1	2	7	-22	-23	15	-9	-6	0.1	-7
CC1CCc2[nH]c3ccc(C(=O)N(C)CC(=O)Nc4ccccc4Cl)cc3c2C1 (stereo not given)	3	5	·	-16	-21	9	20	0.5	-1
COc1cc(OC)cc(C(=O)N[C@H](C(=O)NC2CCCc3ccccc32)C(C)C)c1 (stereo not given in full)	2	0	-31	-3	11	-3	-2	-0.5	-4
CNc1cc(-c2ccc(CC#N)cc2)ncn1	0	1	·	-17	13	-6	4	0.3	4
CN(C)CCN1C(=O)CCC2(C)C1=CCC1C2CCC2(C)C1CCC2(C)O (stereo not given)	1	5	·	-19	7	-2	-14	1.5	-7
O=C1NC[C@H](Cc2ccc(O)cc2)N(C[C@H]2CCCN2C[C@H](Cc2ccccc2)N2C[C@H](Cc3ccccc3)N(CCc3ccccc3)C(=O)C2=O)C1=O	2	3	·	4	14	8	-19	0.4	-9
COc1ccccc1NC(=O)N1CCCC(C(=O)Nc2cccc(C)c2C)C1 (stereo not given)	7	10	-11	-3	-4	10	12	0.5	-3
c1cc2c(cc1Nc1nc(-c3ccc4c(c3)OCO4)cs1)OCCO2	0	8	2	-3	-1	26*	0	0.4	0
CC(C)OC(=O)c1ccc(NC(=O)c2cccc(-n3cnnn3)c2)cc1	10	-16	-11	27	7	-15	4	6.9	-6
COc1cc(NC(=S)N2CCCCC2C)c(OC)cc1Cl (stereo not given)	6	13	-21	-11	16	-8	-14	0.5	1
COc1ccccc1OCCSc1nc2ccccc2n1CC(O)CO (stereo not given)	6	5	-5	-9	2	7	4	1.6	-1
Cc1ccc(Cl)cc1N1CCN(CC(O)COC(C)C)CC1 (stereo not given)	4	-8	-13	15	-18	3	-16	0.9	-5
CC(C)CC(NC(=O)OC(C)(C)C)c1cn([C@@H](CCCCNC(=O)OC(C)(C)C)C(=O)N2CCN(C(=O)OC(C)(C)C)CC2)nn1 (stereo not given in full)	5	0	-14	-4	12	-19	12	0.4	-12
CCOC(=O)N1CCN(C(=O)CSc2ncnc3sccc23)CC1	0	9	·	-13	-18	11	-16	-0.5	-7
Cc1ccc(C(=O)NNC(=O)CCC(=O)Nc2cccc(Cl)c2C)cc1	5	-4	-7	0	26	-12	-46	0.5	-6
CCOC(=O)CN(C(=O)CSc1nnc(C)n1-c1ccccc1)c1ccccc1	3	4	-14	-20	-16	7	-8	-0.1	-2
OC(COc1ccc2cc(Br)ccc2c1)CN1CCN(c2ccccn2)CC1 (stereo not given)	30	-7	-4	18	0	14	24	2.4	1

# Compound activity as filed in PubChem BioAssay.
